Compound activity (PubChem)
NLRP3 yeast inh – NALP3 inhibition in yeast; AID 2825; Yeast reconstituted NLRP3/ASC/caspase-1, beta-gal luminescence, 24 h; actives 0.39% (n = 330,000); inhibition, % at 10 µM;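 active = inhibition of 50% or more; inactive = inhibition below 50%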;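 also: plate controls were induced DMSO wells for no effect and uninduced yeast grown without galactose for full effect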
UPR XBP1 act – activators of adaptive arm of unfolded protein response (XBP1). CHO-XBP1 luciferase reporter, IRE1-XBP1 UPR activation, luminescence; percent of tunicamycin response, DMSO as zero. activation, % at 20 µM. actives 0.33% (n = 330,000). AID 463104;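 active = versus positive control, 20 µM dose yields 30% or more activation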;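 also: 100% = tunicamycin at 10 µg/mL and 0% = DMSO only wells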
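assay system = CHO-XBP1 luciferase reporter cells | amount = 1000 cells/well | buffer or medium = F12 plus 10% FBS | compound dosing = single point, 20 µM final compound, 1% DMSO | incubation = 16-18 h cell attachment at 37 °C, then 6 h compound exposure | detection = Steady-Glo luminescence read | controls = tunicamycin 10 µg/mL and vehicle-only wells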
tim10-1 inh – growth inhibitors of tim10-1 mutant yeast. S. cerevisiae tim10-1 ts strain growth, BacTiter-Glo, 24 h. inhibition, % at 20 µM. actives 2.2% (n = 330,000). AID 463190;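 active = inhibition of at least 40%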;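 also: mutant grown at 25 °C; 0% = DMSO wells with yeast and 100% = wells holding no yeast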
CHOP UPR activ – activators of apoptotic arm of unfolded protein response (CHOP) | activation, % at 10 µM | actives 0.34% (n = 330,000) | CHO-CHOP luciferase reporter, UPR activation, luminescence; percent of tunicamycin response over DMSO baseline;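 active = at 10 µM dose, activation of 40% or more, normalized to positive control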;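 also: 100% = tunicamycin at 10 µg/mL and 0% = DMSO alone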
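System: CHO-CHOP luciferase reporter cell line | Buffer or medium: F12 medium containing 10% fetal bovine serum | Doses: One dose, 10 µM in 0.5% DMSO | Times: 6 h compound exposure at 37 °C after overnight seeding | Signal: Luciferase luminescence | Read-out: % activation vs tunicamycin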
GRIN3A LBD mod – modulates the human NR3A ligand-binding domain. AID 1259313. NR3A LBD differential scanning fluorimetry, Tm shift; 0% = protein alone, 100% = glycine-bound protein. Tm shift relative to glycine control, % at 25 µM. actives 2.5% (n = 340,000);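 active = melting temperature shift of at least 10% of the positive control shift, at one fixed dose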
tim23-1 inh – tim23-1 yeast growth inhibition; S. cerevisiae tim23-1 growth, BacTiter-Glo luminescence, 24 h; inhibition, % at 20 µM; actives 1.3% (n = 330,000); AID 463212;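 active = growth inhibition of the mutant yeast at or above 50%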;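 also: temperature-sensitive mutant grown at 25 °C; plate controls were DMSO-treated mutant yeast for no effect and medium wells lacking yeast for full effect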
APJ ag – APJ receptor agonism; P35414; activation, % at 20 µM; CHO-K1 APJ PathHunter beta-arrestin, luminescence; 0% DMSO wells, 100% apelin; actives 0.11% (n = 330,000);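 active = activation more than six SD over the plate average, tested at 20 µM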;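 also: 0% = DMSO alone and 100% = apelin-13 at 10 nM; some results filed as inactive read as strong as hits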
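Material: CHO-K1 APJ beta-arrestin complementation cell line; Input: cell density 1000 per well; Incubation: compound stimulation 90 min at 25 °C, detection 60 min; Signal: luminescence from split beta-galactosidase complementation, Galacton Star/Emerald II substrate; Controls: DMSO-only wells as negative, 10 nM Apelin-13 as positive control.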
TIM10 inh – inhibits growth of TIM10 yeast strain; inhibition, % at 10 µM; S. cerevisiae TIM10 strain growth, BacTiter-Glo luminescence, 24 h; actives 1.4% (n = 330,000);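 active = inhibition of 40% or more at the single tested concentration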;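 also: wild-type TIM10 isogenic control strain grown at permissive 25 °C; 0% = DMSO yeast wells and 100% = minimal medium wells without yeast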
Mdm2-MdmX inh – disrupts the human Mdm2-MdmX interaction | SaOS-2 split-luciferase Mdm2/MdmX complementation, luminescence | inhibition, % at 8 µM | actives 3% (n = 330,000) | AID 485346;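 active = inhibition of at least 50% at 8 µM in the primary screen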
Target sequence (O15151 whole entry, looked up): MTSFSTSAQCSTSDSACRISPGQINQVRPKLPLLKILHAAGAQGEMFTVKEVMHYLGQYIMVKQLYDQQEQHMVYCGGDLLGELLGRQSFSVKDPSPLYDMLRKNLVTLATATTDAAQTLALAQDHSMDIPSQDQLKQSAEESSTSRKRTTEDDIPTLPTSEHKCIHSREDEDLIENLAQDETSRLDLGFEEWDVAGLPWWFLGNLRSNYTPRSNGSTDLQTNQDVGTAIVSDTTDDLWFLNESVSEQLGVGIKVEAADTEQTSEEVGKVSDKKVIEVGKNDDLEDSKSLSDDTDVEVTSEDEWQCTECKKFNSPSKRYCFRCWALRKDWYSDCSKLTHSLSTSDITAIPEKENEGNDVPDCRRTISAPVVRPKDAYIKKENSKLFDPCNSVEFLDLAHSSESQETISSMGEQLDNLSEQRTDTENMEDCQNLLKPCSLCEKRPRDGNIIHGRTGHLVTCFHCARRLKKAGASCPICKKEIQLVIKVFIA
Target sequence (Q00987 whole entry, looked up): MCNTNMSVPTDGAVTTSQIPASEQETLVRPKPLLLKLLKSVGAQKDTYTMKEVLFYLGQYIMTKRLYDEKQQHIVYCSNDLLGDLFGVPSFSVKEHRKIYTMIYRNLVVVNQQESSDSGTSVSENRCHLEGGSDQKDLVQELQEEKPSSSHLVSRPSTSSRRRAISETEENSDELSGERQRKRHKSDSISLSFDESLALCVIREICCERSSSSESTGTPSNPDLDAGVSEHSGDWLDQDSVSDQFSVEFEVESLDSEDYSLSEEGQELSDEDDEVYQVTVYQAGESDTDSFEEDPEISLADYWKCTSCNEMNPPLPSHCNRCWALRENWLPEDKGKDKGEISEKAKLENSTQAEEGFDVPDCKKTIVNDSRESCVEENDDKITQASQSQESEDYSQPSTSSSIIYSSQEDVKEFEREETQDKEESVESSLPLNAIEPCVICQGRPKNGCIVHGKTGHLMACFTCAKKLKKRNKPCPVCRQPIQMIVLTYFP
* marks the source's active call; other numbers are inactive results.

For Cc1cc(C(=O)Nc2ccc(Br)cc2)c2ccccc2n1 the results were NLRP3 yeast inh 24, UPR XBP1 act 0, tim10-1 inh 3, CHOP UPR activ 2.0, GRIN3A LBD mod 0, tim23-1 inh 10, APJ ag -2, TIM10 inh 0 and Mdm2-MdmX inh -5.
N#CCOc1coc(CN2CCN(c3cccc(Cl)c3)CC2)cc1=O was read as NLRP3 yeast inh 10, UPR XBP1 act -3, tim10-1 inh 18, CHOP UPR activ 0.4, GRIN3A LBD mod 1, tim23-1 inh 17, APJ ag -5, TIM10 inh -5 and Mdm2-MdmX inh 20.
For COc1cccc(NC(=O)C(=O)N/N=C(\C)CC(=O)Nc2ccc(NC(C)=O)cc2)c1 the results were NLRP3 yeast inh 21, UPR XBP1 act 1, tim10-1 inh -4, CHOP UPR activ 12, GRIN3A LBD mod 3, tim23-1 inh -2, APJ ag 4, TIM10 inh 16 and Mdm2-MdmX inh -35.
CN(CC(=O)NCCc1ccccc1)S(=O)(=O)c1ccc(Br)s1 was read as NLRP3 yeast inh 23, UPR XBP1 act 2, tim10-1 inh 37, CHOP UPR activ -0.1, GRIN3A LBD mod 3, tim23-1 inh 31, APJ ag -1, TIM10 inh 5 and Mdm2-MdmX inh -5.
`CCc1cccc(NC(=O)CCS(=O)(=O)c2cccc3nonc23)c1` gave NLRP3 yeast inh 8, UPR XBP1 act 0, tim10-1 inh 23, CHOP UPR activ -0.9, GRIN3A LBD mod -2, tim23-1 inh 17, APJ ag -3, TIM10 inh 21 and Mdm2-MdmX inh 19.
For CCOC(=O)c1cc(-c2ccccc2)nn1-c1ccccn1 the results were NLRP3 yeast inh 2, UPR XBP1 act -1, tim10-1 inh 9, CHOP UPR activ -0.9, GRIN3A LBD mod -3, tim23-1 inh 10, APJ ag 1, TIM10 inh -6 and Mdm2-MdmX inh 18.
Screening Cc1cccc(OCCNc2ccc([N+](=O)[O-])cn2)c1 returned NLRP3 yeast inh 12, UPR XBP1 act -1, tim10-1 inh 34, CHOP UPR activ 0.1, GRIN3A LBD mod -6, tim23-1 inh 38, APJ ag -1, TIM10 inh 17 and Mdm2-MdmX inh 1.
`COC(=O)c1ccc(CNC(=O)c2cc(COc3cncc(Cl)c3)on2)cc1` gave NLRP3 yeast inh 32, UPR XBP1 act -3, tim10-1 inh 7, CHOP UPR activ 3.0, GRIN3A LBD mod -1, tim23-1 inh 14, APJ ag -5, TIM10 inh 5 and Mdm2-MdmX inh 37.
CC1(C)CC(=O)C(C(c2ccc(Br)cc2)C2C(=O)CC(C)(C)CC2=O)C(=O)C1 was read as NLRP3 yeast inh 21, UPR XBP1 act -2, tim10-1 inh 13, CHOP UPR activ -0.8, GRIN3A LBD mod 0, tim23-1 inh 22, APJ ag -6, TIM10 inh -2 and Mdm2-MdmX inh 4.
COC(=O)CN(c1ccc2c(c1)OCCO2)S(=O)(=O)c1ccccc1 was read as NLRP3 yeast inh 34, UPR XBP1 act -1, tim10-1 inh 15, CHOP UPR activ -0.5, GRIN3A LBD mod -6, tim23-1 inh 18, APJ ag -2, TIM10 inh -2 and Mdm2-MdmX inh -2.
For O=C(Nc1nnc(C2CC2)s1)c1n[nH]c(=O)c2ccccc12 the results were NLRP3 yeast inh -4, UPR XBP1 act -2, tim10-1 inh 7, CHOP UPR activ -0.2, GRIN3A LBD mod -1, tim23-1 inh -17, APJ ag 0, TIM10 inh -16 and Mdm2-MdmX inh 5.
For Cc1cc(C)nc(NC2=NCCN2C(=S)Nc2c(C)cccc2C)n1 the results were NLRP3 yeast inh 25, UPR XBP1 act -1, tim10-1 inh 21, CHOP UPR activ -0.8, GRIN3A LBD mod 0, tim23-1 inh 19, APJ ag -4, TIM10 inh 15 and Mdm2-MdmX inh -6.
For O=C(Nc1ccc(Oc2ccc3c(c2)C(=O)N(c2ccc(O)cc2)C3=O)cc1)c1cccs1 the results were NLRP3 yeast inh -3, UPR XBP1 act -3, tim10-1 inh 14, CHOP UPR activ 0.5, GRIN3A LBD mod 16*, tim23-1 inh 8, APJ ag 1, TIM10 inh -2 and Mdm2-MdmX inh 33.
`C/C(=N\O)c1cccc(Br)c1` gave NLRP3 yeast inh -2, UPR XBP1 act 1, tim10-1 inh 4, CHOP UPR activ -0.7, GRIN3A LBD mod 0, tim23-1 inh -9, APJ ag 0, TIM10 inh -12 and Mdm2-MdmX inh 13.
Cc1cc(C(=O)Nc2nc3ccc(Cl)cc3s2)nn1C was read as NLRP3 yeast inh 16, UPR XBP1 act 3, tim10-1 inh 20, CHOP UPR activ 7.0, GRIN3A LBD mod 2, tim23-1 inh 26, APJ ag 0, TIM10 inh 23 and Mdm2-MdmX inh -70.
Cc1c(C(=O)OCc2nnc(-c3ccccc3)o2)oc2ccccc12 was read as NLRP3 yeast inh 23, UPR XBP1 act -3, tim10-1 inh 18, CHOP UPR activ -0.2, GRIN3A LBD mod -1, tim23-1 inh 13, APJ ag -1, TIM10 inh 12 and Mdm2-MdmX inh 14.
Screening Cc1cc(-c2nnc(SCC(=O)Nc3ccc(C)c(C)c3)n2N)n[nH]1 returned NLRP3 yeast inh 0, UPR XBP1 act -3, tim10-1 inh 19, CHOP UPR activ 1.4, GRIN3A LBD mod -2, tim23-1 inh 9, APJ ag 3, TIM10 inh -5 and Mdm2-MdmX inh 21.
`CC(C)Oc1ccc(S(=O)(=O)N2CCOCC2)cc1NC(=O)CC1OC(=O)c2ccccc21` (centres undefined) gave NLRP3 yeast inh 11, UPR XBP1 act -3, tim10-1 inh -2, CHOP UPR activ 0.1, GRIN3A LBD mod 0, tim23-1 inh -4, APJ ag -2, TIM10 inh -9 and Mdm2-MdmX inh 3.
For CCS(=O)(=O)N1CCN(c2ccccn2)CC1 the results were NLRP3 yeast inh 9, UPR XBP1 act -1, tim10-1 inh 9, CHOP UPR activ -0.5, GRIN3A LBD mod -3, tim23-1 inh 5, APJ ag 0, TIM10 inh -3 and Mdm2-MdmX inh 8.
`O=C(NCc1ccco1)c1ccc2c(=O)n(CC3CCCO3)c(=S)[nH]c2c1` (centres undefined) gave NLRP3 yeast inh 16, UPR XBP1 act -1, tim10-1 inh 13, CHOP UPR activ 0.6, GRIN3A LBD mod 0, tim23-1 inh 6, APJ ag 1, TIM10 inh -7 and Mdm2-MdmX inh 10.
Screening c1ccc2c(Nc3ccc4c(c3)OCCO4)c3c(nc2c1)CCCC3 returned NLRP3 yeast inh 7, UPR XBP1 act -3, tim10-1 inh 15, CHOP UPR activ 0.3, GRIN3A LBD mod -1, tim23-1 inh 5, APJ ag -4, TIM10 inh 6 and Mdm2-MdmX inh 70*.
Screening O=C(NCc1ccccc1)C(c1ccccc1F)N(C(=O)c1csnn1)C1CCCC1 (centres undefined) returned NLRP3 yeast inh 3, UPR XBP1 act -2, tim10-1 inh 29, CHOP UPR activ -0.5, GRIN3A LBD mod -2, tim23-1 inh 23, APJ ag -4, TIM10 inh 8 and Mdm2-MdmX inh 11.
`Cc1ccc(NC(=O)CSc2ncnc3ccccc23)cc1S(=O)(=O)N1CCCCCC1` gave NLRP3 yeast inh 16, UPR XBP1 act -2, tim10-1 inh 30, CHOP UPR activ 2.6, GRIN3A LBD mod -1, tim23-1 inh 30, APJ ag 13, TIM10 inh 34 and Mdm2-MdmX inh -25.
Screening CC(C)(C)NC(=O)C(c1ccncc1)N(CC1CCCO1)C(=O)Cn1nnc(-c2ccc(F)cc2)n1 (centres undefined) returned NLRP3 yeast inh -2, UPR XBP1 act -2, tim10-1 inh 7, CHOP UPR activ -0.3, GRIN3A LBD mod 1, tim23-1 inh 13, APJ ag -2, TIM10 inh 11 and Mdm2-MdmX inh 22.
For O=C(COC(=O)/C=C/c1cccc(Cl)c1)Nc1ccccc1-c1ccccc1 the results were NLRP3 yeast inh 9, UPR XBP1 act -1, tim10-1 inh 18, CHOP UPR activ 3.7, tim23-1 inh 1, APJ ag -1, TIM10 inh -5 and Mdm2-MdmX inh -20.
For Cn1c(-c2sc(=S)n(-c3ccccc3)c2N)nc2ccccc21 the results were NLRP3 yeast inh 19, UPR XBP1 act 0, tim10-1 inh 9, CHOP UPR activ 2.2, GRIN3A LBD mod 5, tim23-1 inh 14, APJ ag 2, TIM10 inh 0 and Mdm2-MdmX inh 18.
`COn1c(-c2ccc(Cl)cc2Cl)nc2ncccc21` gave NLRP3 yeast inh 5, UPR XBP1 act -1, tim10-1 inh 8, CHOP UPR activ -0.3, GRIN3A LBD mod 0, tim23-1 inh 7, APJ ag -3, TIM10 inh 4 and Mdm2-MdmX inh 21.
For CC(C)(C)N(NC(=O)OCc1ccccc1)C(=O)c1ccccc1Cl the results were NLRP3 yeast inh 19, UPR XBP1 act 3, tim10-1 inh 29, CHOP UPR activ 1.6, GRIN3A LBD mod -3, tim23-1 inh 17, APJ ag -4, TIM10 inh 28 and Mdm2-MdmX inh 4.
CCCCN(C)CCCNC(=O)c1ccc2c(c1)N(CC)C(=O)c1ccccc1S2=O (centres undefined) was read as NLRP3 yeast inh 21, UPR XBP1 act -1, tim10-1 inh 8, CHOP UPR activ -1.3, GRIN3A LBD mod -2, tim23-1 inh -2, APJ ag -1, TIM10 inh 8 and Mdm2-MdmX inh 11.
`CC(=O)c1ccc(NC(=S)Nc2ccc(N3CCOCC3)cc2)cc1` gave NLRP3 yeast inh -1, UPR XBP1 act -3, tim10-1 inh -11, CHOP UPR activ -0.1, GRIN3A LBD mod -6, tim23-1 inh 8, APJ ag -1, TIM10 inh -25 and Mdm2-MdmX inh -22.
`Cc1nc2nc(SCC(=O)c3ccccc3)[nH]c2cc1Br` gave NLRP3 yeast inh 16, UPR XBP1 act 2, tim10-1 inh 8, CHOP UPR activ 1.2, GRIN3A LBD mod -9, tim23-1 inh 7, APJ ag -1, TIM10 inh 15 and Mdm2-MdmX inh -11.
For Cn1ncc(N=Cc2ccccc2O)c1C(=O)N1CCOCC1 the results were NLRP3 yeast inh -7, UPR XBP1 act -2, tim10-1 inh 9, CHOP UPR activ 2.9, GRIN3A LBD mod 0, tim23-1 inh 16, APJ ag 1, TIM10 inh 9 and Mdm2-MdmX inh -14.
For O=C(NCCc1csc(-c2ccccc2)n1)c1c(F)cccc1F the results were NLRP3 yeast inh 24, UPR XBP1 act -1, tim10-1 inh 16, CHOP UPR activ -0.3, GRIN3A LBD mod -1, tim23-1 inh 21, APJ ag -4, TIM10 inh -6 and Mdm2-MdmX inh 1.

Structural class: the entries above with a furan ring, fused or not
Cc1c(C(=O)OCc2nnc(-c3ccccc3)o2)oc2ccccc12 was read as NLRP3 yeast inh 23, UPR XBP1 act -3, tim10-1 inh 18, CHOP UPR activ -0.2, GRIN3A LBD mod -1, tim23-1 inh 13, APJ ag -1, TIM10 inh 12 and Mdm2-MdmX inh 14.
`O=C(NCc1ccco1)c1ccc2c(=O)n(CC3CCCO3)c(=S)[nH]c2c1` (centres undefined) gave NLRP3 yeast inh 16, UPR XBP1 act -1, tim10-1 inh 13, CHOP UPR activ 0.6, GRIN3A LBD mod 0, tim23-1 inh 6, APJ ag 1, TIM10 inh -7 and Mdm2-MdmX inh 10.
